M1AAP inhibition: P. falciparum M1AAP inhibitors, biochemical, fluorogenic H-Leu-NHMec substrate, 1536-well (AID 1445); actives 0.42% (n = 220,000); recombinant M1AAP, H-Leu-NHMec fluorogenic kinetic assay; higher % means a stronger effect; Aminopeptidase N (Plasmodium falciparum (isolate 3D7)); one-dose inhibition, % at 30 µM; IC50 in µM for titrated hits;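 active means primary inhibition above the hit cutoff, then over 50% inhibition at one or more dose response concentrations, cut at about 23% in these data, passing the limit was not always enough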;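 further: plate controls were DMSO full reaction for no effect and no enzyme background for full effect; strong numbers were not always called active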
bCat nuc transl: modulators of beta-catenin nuclear translocation, primary screen, imaging, HeLa cells, immunofluorescence, high-content; nuclear translocation activity, % at 5 µM; actives 0.3% (n = 190,000);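 active means nuclear translocation activity above 50% at 5 µM, with a well cell count of 50 or more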;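 further: per-cell ratio of nuclear to cytoplasmic median beta-catenin stain intensity; plate controls were DMSO negative control for no effect and GSK-3 inhibitor IX positive control for full effect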
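Assay system: human HeLa cells, native beta-catenin; doses: 5 µM primary, 0.02–20 µM confirmation; incubation: compound treatment 24 h, 37°C, 5% CO2; technique: fluorescence imaging of beta-catenin antibody stain plus DAPI; measure: % activation, nuclear-to-cytoplasmic median beta-catenin signal ratio per cell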
K1F lysis inhibition: inhibition of K1F phage lysis, E. coli UTI89, bacterial capsule biogenesis inhibitors, alamar blue (AID 488966); E. coli UTI89 K1F phage lysis, alamar blue, 2 h; higher % means a stronger effect; inhibition, % at 100 µM; hits with a dose series show IC50 in µM; actives 0.02% (n = 340,000);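 active means phage lysis inhibition, versus mean bacterial control, above a set limit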;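 further: capsule biogenesis inhibitors block K1F phage lysis so surviving cells raise fluorescence; higher fluorescence means more inhibition of phage lysis; actives were called in the ten point dose series up to 300 µM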
Dynein cargo inh: inhibitors of GR-EGFP nuclear translocation, primary screen, dynein cargo transport inhibitor project, imaging, high-content, 3617.4 mouse cells. actives 0.47% (n = 220,000). z-score, hits read low. test concentration mostly 20 µM; stimulated with dexamethasone, 1 µM; stronger effect = lower value;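 active means plate z-score of nuclear minus cytoplasmic receptor signal below a set negative limit, without overly bright fluorescence or cell loss, cut at about -3.5 in these data, passing the limit was not always enough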;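 further: z-score of nuclear minus cytoplasmic ring GR-EGFP intensity difference per well; some compounds called inactive have numbers as strong as hits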
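Buffer or medium: tet-free, stripped-serum medium; reagent: dexamethasone at 1.0 µM final, 30 min; incubation: 48 h induction, 1 h compound, 30 min dex at 37 °C; measured by: formaldehyde fixation, Hoechst nuclear stain, 10x automated fluorescence imaging; read-out: nuclear-to-cytoplasmic GR-EGFP distribution per well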
MT stabilizer: microtubule stabilizers in HeLa cells, primary screen, imaging, high-content imaging; AID 2205, 2009; HeLa tubulin immunostaining HCS, 24 h; share of cells brighter than vehicle mean+2SD; actives 0.83% (n = 200,000); % tubulin-high responders, % at 10 µM;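 active means plate Z-score above 3 for both tubulin-high and condensed-nucleus cell shares, with cell loss under 80%, at 10 µM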;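 further: anti alpha tubulin signal scored within the nucleus-defined area of each cell; some results filed as inactive read as strong as hits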
CSM14.1 death rescue: rescue of cells from ER stress-induced death, primary screen, 384-well, CSM14.1, thapsigargin, ATP luminescence (AID 1222) | one-dose cellular ATP content (survival), % at 20 µM; EC50 in µM for titrated hits | CSM14.1 thapsigargin-induced death rescue, ATP luminescence; higher % means a stronger effect | 190,000 tested, under 10 active;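 active means EC50 below 50 µM in the dose-response confirmation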;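 further: death triggered by thapsigargin at about 15 µM added after 2 h compound pretreatment; cell ATP read after overnight thapsigargin exposure of roughly 18 to 22 hours; normalized against plate controls of thapsigargin alone and 5% DMSO vehicle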
Autophagy mod: autophagy modulators in MEF cells, primary screen, imaging, high-content, MEF GFP-LC3; calls only at 10 µM (by protocol); MEF GFP-LC3 puncta imaging; test concentration mostly 10 µM; AID 463193, 2010; actives 0.98% (n = 190,000);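 active means percentage of spot-positive cells more than 3 SD above its plate mean, without a fluorescence outlier flag or 80% toxicity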;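 further: spot-positive cell cutoff set from DMSO-treated cells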
Ins promoter up: insulin promoter activators in MIN6 cells, imaging, high-content screening, mouse beta cells. actives 0.3% (n = 190,000). AID 1625, 2009. MIN6 insulin promoter-GFP reporter; stronger effect = higher value. z-score at 5 µM;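 active means z-score above 3 at 5 µM with at least 500 cells counted in the well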
M17LAP inhibition: P. falciparum M17LAP inhibitors, primary screen, biochemical, fluorogenic H-Leu-NHMec substrate, 1536-well (AID 1619). Leucine aminopeptidase (Plasmodium falciparum (isolate 3D7)). recombinant M17LAP, H-Leu-NHMec fluorogenic kinetic assay; higher % means a stronger effect. inhibition, % at 30 µM; hits with a dose series show IC50 in µM. actives 0.38% (n = 220,000);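 active means compound inhibiting the enzyme by more than half at any dose during confirmatory dose-response retesting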;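 further: plate controls were full reaction with DMSO carrier for no effect and no enzyme background for full effect; strong numbers were not always called active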
Dynein cargo inh cytoplasmic EGFP: also measured in Dynein cargo inh; calls as there; z-score; measured here: cytoplasmic GR-EGFP intensity; stronger effect = higher value
Dynein cargo inh nuclear GR-EGFP: recorded beside Dynein cargo inh, whose call it bears; z-score; measured here: nuclear GR-EGFP intensity;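 lower value marks the stronger effect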
Dynein cargo inh cell count: second read-out of Dynein cargo inh, no call of its own (marks repeat the call); z-score; measured here: cell count per field
Ins promoter up cell count: second read-out of Ins promoter up, no call of its own (marks repeat the call); cell count; measured here: cytotoxicity, nuclei count;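 total cells summed across four imaged fields per well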
bCat nuc transl cell count 5 µM: second read-out of bCat nuc transl, no call of its own (marks repeat the call); cell count; measured here: cell count, cytotoxicity flag
MT stabilizer Hoechst-high %: also measured in MT stabilizer; calls as there; % Hoechst-high responders; measured here: nuclear condensation Hoechst responders;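 share of cells brighter than vehicle mean plus two SD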
MT stabilizer cytotoxicity %: also measured in MT stabilizer; calls as there; toxicity, %; measured here: cytotoxicity by cell density;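 0% = mean cell density of plate MIN control wells and 100% = no cells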
Autophagy mod cell loss 18 h: further read-out of Autophagy mod, marked with its call; toxicity, %; measured here: cell loss, nuclei count;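 cell loss after 18 h compound exposure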
* = called active by the depositor; i = inactive; nt = not tested or not shown; + = active, no number; [ ] = another dose, or the depositor's remark.

Each structure is followed by: M1AAP inhibition	bCat nuc transl	bCat nuc transl cell count 5 µM	K1F lysis inhibition	Dynein cargo inh	Dynein cargo inh cytoplasmic EGFP	Dynein cargo inh nuclear GR-EGFP	Dynein cargo inh cell count	MT stabilizer	MT stabilizer Hoechst-high %	MT stabilizer cytotoxicity %	CSM14.1 death rescue	Autophagy mod	Autophagy mod cell loss 18 h	Ins promoter up	Ins promoter up cell count	M17LAP inhibition
[1] CCOC(=O)N1CCN(C(=O)CCc2c(C)nc3c(c(C)nn3-c3ccc(C)c(C)c3)c2C)CC1
→ -2%	nt	nt	i	1.4	-0.19	1.6	-1.2	3.3	1.7	9.5	-3.2%	i	15	1	1280	-6%
[2] CCOC(=O)CSc1ncnc2c(C(=O)OCC)c3n(c12)CCC3
→ 4%	1.2	846	-0.1%	0.71	-0.25	0.42	-0.68	1.7	3.1	8.8	-3.0%	i	-18	nt	nt	-5%
[3] CC(=O)c1c(N2CCCC2)nc(=S)n(-c2ccccc2)c1C
→ 10%	nt	nt	1.8%	0.58	-0.38	0.13	0.54	2.4	2.1	3.8	-0.8%	i	-3	-0.29	809	4%
[4] c1ccc(Cn2c(CSc3nnnn3-c3ccccc3)nc3ccccc32)cc1
→ 3%	-2.7	851	-2.0%	0.35	0.27	0.032	0.12	1.2	1.0	4.7	-2.2%	i	3	0.45	1166	-4%
[5] CCOCc1c(C(=O)OCC(=O)Nc2ccc(C)c(S(=O)(=O)N(C)C)c2)oc2ccccc12
→ 5%	-3.1	1076	2.3%	-0.74	-0.27	-0.42	1.3	2.0	1.4	14	-2.0%	i	3	0.68	1435	3%
[6] Cc1ccccc1NC(=S)NNC(=O)c1cccc(Br)c1
→ -9%	-2.4	1074	0.0%	0.47	-0.33	0.72	-0.67	2.4	4.4	10	-1.0%	i	-3	0.03	1117	2%
[7] Cc1cc2nc(/C=C/c3nc4cc(C)c(C)cc4[nH]3)[nH]c2cc1C
→ -4%	5.7	1114	0.3%	-0.39	-0.18	-0.25	1.1	nt	nt	nt	nt	nt	nt	0.45	1385	7%
[8] CCOC(=O)/C(=N/Nc1ccc(Cl)cc1)S(=O)(=O)c1ccccc1
→ 10%	-0.6	1177	2.3%	0.015	-0.23	-0.058	-0.14	2.1	1.2	5.0	0.4%	i	-3	-0.21	912	5%
[9] CCC(=O)Nc1c2c(nn1-c1ccc(F)cc1)CS(=O)C2 (stereo unspecified)
→ 5%	nt	nt	-1.4%	0.55	-0.24	0.61	0.027	5.0	4.0	7.9	1.6%	i	4	-0.58	857	5%
[10] CCC(=O)Nc1ccc(C(=O)OCc2ccccc2)cc1
→ 9%	-3.0	1150	0.4%	0.35	-0.35	0.18	-0.44	1.7	3.2	2.9	0.7%	i	2	-0.48	1638	2%
[11] CC(=O)Nc1ccc(NC(=O)CN(c2ccc(C34CC5CC(CC(C5)C3)C4)cc2)S(C)(=O)=O)cc1
→ 6%	2.0	1347	-0.5%[50 µM]	0.74	-0.18	-0.079	-0.36	3.2	1.6	3.1	-0.4%	i	33	0.11	1251	-1%
[12] Cc1ccc(C(=O)CN2CCC(NC(=O)C3CCCCC3)CC2)cc1
→ 6%	-0.3	1198	0.2%	-0.19	-0.16	-0.12	0.51	1.2	1.9	9.5	-4.9%	i	-5	-0.02	1278	21%
[13] COc1ccc(/C=N/OCC(=O)N(Cc2ccc(OC)cc2)c2ccccc2C(=O)O)cc1
→ 6%	-1.0	907	-0.2%	-0.62	-0.24	-0.36	0.51	2.4	2.0	5.4	-4.1%	i	-11	-0.67	1321	0%
[14] Cc1oc2c(CN(C)C)c(O)ccc2c(=O)c1-c1cscn1
→ 7%	-3.1	1005	-1.0%	-0.64	-0.16	-0.075	-0.03	7.6	3.1	2.9	1.7%	i	-13	-0.55	1453	-2%
[15] Cc1ccnc(SCC(=O)N2CCN(C(c3ccccc3)c3ccccc3)CC2)n1
→ 6%	nt	nt	-0.4%	-0.098	-0.25	-0.057	0.87	2.6	1.6	3.6	-0.1%	i	-3	-0.55	924	2%
[16] COc1ccc(CC(=O)NCc2n[nH]c(=S)n2-c2ccc(Br)cc2)cc1
→ 6%	nt	nt	-1.1%	0.37	-0.21	0.39	-0.1	4.1	2.0	9.3	0.4%	i	2	-0.44	1157	5%
[17] CCOC(=O)Cn1cnc([N+](=O)[O-])n1
→ 13%	-1.4	1060	0.3%	-0.2	-0.34	-0.0049	0.13	1.2	1.6	9.7	-2.1%	i	-7	0.98	1799	0%
[18] Cc1oc2c(c1C(=O)Nc1ccc(C(=O)O)cc1)CCCC2
→ 0%	-2.6	1134	1.9%	-0.41	-0.15	-0.18	-0.058	1.9	2.1	8.6	-0.3%	i	4	0.26	839	7%
[19] CN(CC(=O)NCc1ccccn1)S(=O)(=O)c1ccc(Cl)cc1
→ -4%	2.3	1111	-0.5%	1.3	-0.22	0.96	0.48	2.2	1.5	0.4	2.5%	i	26	-0.29	1022	-17%
[20] CCC(=O)N(Cc1cccs1)C1CCOC(C)(C)C1 (stereo unspecified)
→ -3%	-3.5	886	-1.3%	-0.11	-0.43	-0.36	1.2	3.8	2.2	0.0	-0.2%	i	4	0.83	1528	-2%
[21] O=C(CSc1ccccn1)Nc1ccc(Br)cn1
→ 4%	nt	nt	-0.1%	-0.46	-0.22	-0.23	0.68	3.5	2.3	6.6	-3.5%	i	-6	nt	nt	2%
[22] CCCN(C(=O)CSc1nnc(-c2ccoc2C)n1N)C1CCS(=O)(=O)C1 (stereo unspecified)
→ 11%	-0.9	1103	0.5%	0.79	-0.43	0.23	0.35	2.2	2.3	9.0	2.4%	i	9	1.1	1148	8%
[23] COc1ccc(S(=O)(=O)NNC(=O)c2cc3ccccc3o2)cc1
→ 8%	-4.2	1185	0.2%	0.94	0.3	0.91	-0.91	2.6	2.6	8.8	-2.2%	i	-7	0.54	1560	1%
[24] CCOC(=O)CCCCC(=O)c1[nH]c(=O)[nH]c1CN1CCOCC1
→ 4%	nt	nt	1.1%	-0.7	-0.13	0.46	0.18	2.8	3.0	7.6	0.5%	i	4	-0.43	1239	3%
[25] CCOc1cc(N2CCOCC2)c(OCC)cc1NC(=O)Cn1cnc2c(=O)n(C)c(=O)n(C)c21
→ 0%	-6.1	892	0.2%	0.34	-0.28	0.34	-0.32	1.7	1.3	2.1	-2.6%	i	1	-0.37	1636	-1%
[26] COc1ccc(Cn2nnnc2C(c2cc3cccc(C)c3[nH]c2=O)N2CCN(C)CC2)cc1 (stereo unspecified)
→ 10%	0.6	1532	0.2%	-1.1	-0.21	-0.59	1.5	1.4	1.8	2.7	2.0%	i	-13	0.57	1378	0%
[27] COc1ccc(C(=O)/C=C/C(=O)N(CC(=O)NC2CCCCC2)CC2CCCO2)c(O)c1 (stereo unspecified)
→ 3%	-1.4	1110	-0.2%	-4.7	6.9	-1.2	-1.7	3.0	1.4	6.1	3.3%	+	-19*	-0.36	1146	6%
[28] O=c1[nH]c(-c2ccco2)nc2sc3c(c12)CCCC3
→ 4%	-3.1	1098	3.2%	0.23	-0.24	0.28	-0.13	3.7	2.3	4.4	-2.5%	i	2	0.72	1377	-2%
[29] CCN(CC)Cc1c(O)ccc2c(=O)c(Oc3ccccc3OC)c(C)oc12
→ 4%	-1.0	1357	0.3%	1.1	-0.27	0.11	-0.051	nt	nt	nt	nt	nt	nt	0.74	1356	-173%
[30] CCOC(=O)CN/C=C(\C#N)c1ccccc1
→ 3%	3.5	436	0.2%	-0.89	-0.25	-0.73	0.33	2.0	1.9	2.1	-1.0%	i	-4	0.16	1269	-2%
[31] Cc1nn(C)c(C(=O)Nc2ccc(Cn3cccn3)cc2)c1[N+](=O)[O-]
→ -2%	-0.4	1008	0.0%	0.029	-0.27	0.029	0.27	3.6	2.5	5.3	4.4%	i	-4	nt	nt	8%
[32] O=C(c1ccc(F)cc1)N1CCN(c2ccc([N+](=O)[O-])c(N3CCCCC3)c2)CC1
→ 4%	3.1	1401	-0.1%	-0.67	-0.14	-0.37	0.53	1.2	1.1	7.8	-1.5%	i	2	-0.51	1446	-6%
[33] O=C(CN1CCN(Cc2ccc(Cl)cc2)CC1)N/N=C/C=C/c1ccccc1[N+](=O)[O-]
→ 3%	-5.3	535	2.9%	1.1	-0.26	0.2	-0.91	2.1	1.2	5.5	-1.8%	i	-4	-0.15	1248	6%
[34] COc1cccc(C2CC(c3ccc(Br)cc3)=NN2C(=O)c2ccncc2)c1OC (stereo unspecified)
→ 2%	-6.5	898	-1.2%	-0.5	0.25	-0.072	0.1	12	9.8	14	2.2%	i	21	nt	nt	-7%
[35] COc1cc(NC(c2ccccc2)c2ccccc2)cc(OC)c1OC
→ 6%	-2.1	811	-0.1%	1.7	-0.28	0.89	-0.39	1.6	2.0	2.0	0.1%	i	-6	1.2	1554	9%
